USP1 inh: blocks the human USP1/UAF1 deubiquitinase complex. O94782. Potency, µM (series often up to 57.1 µM), without a hit: at the highest dose activity change, negative = inhibition, hits mostly inhibitors. recombinant USP1/UAF1, Ub-Rhodamine cleavage fluorescence. 0.23% of 390,000 active. AID 743255; note: potency is the fitted concentration of half-maximal effect; % is set by controls: 0 for no effect and ±100 for the full control effect; nearly all actives have a fitted effect of over 60% in size; inactives centre near -12
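In this screen, compounds sit with the deubiquitinase complex (1nM) for 15 min at room temperature before Ub-Rho is added at 150nM final. Fluorescence rise is then followed for 6 reads every 60 seconds.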
LDHA block: inhibitors of human lactate dehydrogenase A. P00338. purified LDHA, NADH/diaphorase-resazurin fluorescence; active compounds read low. activity change, % (values are at about 110 or 230 µM). 0.15% of 480,000 active; in the data active = activity change below about -30%; inconclusive = mostly about -25% to -30%;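 note: plate controls were DMSO wells for no effect and wells without enzyme for full effect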
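Resorufin fluorescence (ex540/em590), read at 0 and 20 min after diaphorase/resazurin addition, reports the NADH left after a 5 min room-temperature reaction of 2 nM human LDH5 with 0.06 mM NADH and 0.2 mM pyruvate.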
TrxR1 substrate: substrates of rat thioredoxin reductase 1; O89049; purified TrxR1 substrate turnover, NADPH consumption readout; Potency, µM (top dose mostly 114 µM), without a hit: at the top dose activity change, negative = substrate turnover; 0.01% of 390,000 active; AID 588456; note: potency is the fitted concentration of half-maximal effect; % is set by controls: 0 for no effect and ±100 for the full control effect; nearly all actives have a fitted effect of over 50% in size
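Rat TrxR1, dispensed at 90 nM, was prereduced with 400 uM NADPH (final) for 5 min at ~22 deg C, then incubated with compound 15 min before 400 uM selenite. A first-read NADPH fluorescence drop versus no-compound background flagged substrates.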
Vif-A3G inh: Vif-A3G binding inhibition; AID 602310; 0.076% of 410,000 active; Potency, µM (doses to about 46.1 µM), without a hit: at the top dose activity, negative = active, usual class: inhibitors; Q9HC16; HeLa A3G-eYFP + Vif (tagged APOBEC3G with the HIV-1 protein that degrades it), YFP fluorescence, overnight;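 note: potency is the fitted concentration of half-maximal effect; % is set by controls: 0 for no effect and ±100 for the full control effect; nearly all actives have a fitted effect of over 60% in size; hits raise eYFP signal because A3G escapes Vif-driven loss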
Target sequence (Q9HC16 whole entry, looked up): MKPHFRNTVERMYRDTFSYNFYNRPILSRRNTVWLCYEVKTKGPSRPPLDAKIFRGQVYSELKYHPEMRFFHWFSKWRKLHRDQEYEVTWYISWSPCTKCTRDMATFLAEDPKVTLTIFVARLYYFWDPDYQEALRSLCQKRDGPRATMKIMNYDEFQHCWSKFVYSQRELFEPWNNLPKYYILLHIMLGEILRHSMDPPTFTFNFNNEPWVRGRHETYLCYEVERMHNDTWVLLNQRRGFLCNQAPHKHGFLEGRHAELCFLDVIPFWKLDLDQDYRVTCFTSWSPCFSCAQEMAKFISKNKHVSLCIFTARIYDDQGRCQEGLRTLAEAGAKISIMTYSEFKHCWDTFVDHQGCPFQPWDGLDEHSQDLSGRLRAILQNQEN
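HeLa cells stably expressing Vif and C-terminally eYFP-tagged A3G, seeded overnight at 37 deg C, then exposed to compound by pintool overnight at 37 deg C. Rise in yellow fluorescence (Ex 488/Em 500-530, Acumen) marks blocked Vif-driven A3G degradation.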
IDH1 R132H inh: blocks human mutant IDH1 R132H enzyme. O75874. IDH1-R132H enzyme, NADPH consumption, diaphorase/resazurin fluorescence. Potency, µM (series often up to 76.6 µM), without a hit: at the top dose activity change, negative = inhibition, usual class: inhibitors. 0.093% of 390,000 active; note: potency is the fitted concentration of half-maximal effect; % is set by controls: 0 for no effect and ±100 for the full control effect; nearly all actives have a fitted effect of over 65% in size
Target sequence (O75874 whole entry R132H, stated change not applied): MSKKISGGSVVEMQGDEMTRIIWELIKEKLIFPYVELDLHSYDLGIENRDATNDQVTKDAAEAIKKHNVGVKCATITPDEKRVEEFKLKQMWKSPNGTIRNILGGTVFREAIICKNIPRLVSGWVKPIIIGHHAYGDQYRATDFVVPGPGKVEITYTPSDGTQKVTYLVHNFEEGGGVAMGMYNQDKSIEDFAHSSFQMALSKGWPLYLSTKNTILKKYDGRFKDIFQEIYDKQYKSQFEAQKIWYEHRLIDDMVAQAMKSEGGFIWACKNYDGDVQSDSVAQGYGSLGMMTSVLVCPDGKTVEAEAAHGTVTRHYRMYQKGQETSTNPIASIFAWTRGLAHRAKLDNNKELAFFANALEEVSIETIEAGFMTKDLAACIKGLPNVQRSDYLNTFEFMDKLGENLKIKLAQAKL
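IDH1-R132H (0.5 ug/mL) preincubated 30 min with compound, then NADPH (0.016 mM) and alpha-KG (2 mM) added; 80 min at RT, pH 7.5. Remaining NADPH coupled via diaphorase/resazurin to fluorescence (540/590 nm); concentration-response curves normalized to no-enzyme control.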
rTrxR1 inhibitor: inhibitors of rat thioredoxin reductase 1; O89049; recombinant rTrxR1, NADPH fluorescence consumption, selenite substrate; Potency, µM (highest dose often 114 µM), without a hit: top-dose activity change, negative = inhibition, most hits filed as inhibitors; 1% of 390,000 active; note: potency is the fitted concentration of half-maximal effect; % is set by controls: 0 for no effect and ±100 for the full control effect; nearly all actives have a fitted effect of over 65% in size
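Rat TrxR1 (90 nM in the dispensed reagent) was pre-reduced with 400 uM NADPH for 5 min at room temperature, then incubated with compound for 15 min. After 400 uM selenite was added, NADPH fluorescence (Ex 340/Em 450 nm) was followed for 8 min.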
RGS4 inh: human RGS4 inhibition. P49798. Transcreener GDP fluorescence polarization, RGS4-accelerated GTP hydrolysis. Potency, µM (highest dose often 114 µM), for the others: at the top dose activity change, negative = inhibition, actives largely listed as inhibitors. 0.039% of 390,000 active; note: potency is the fitted concentration of half-maximal effect; % is set by controls: 0 for no effect and ±100 for the full control effect; nearly all actives have a fitted effect of over 75% in size; some results filed as inactive show a strong effect at the top dose
Target sequence (P49798 whole entry, looked up): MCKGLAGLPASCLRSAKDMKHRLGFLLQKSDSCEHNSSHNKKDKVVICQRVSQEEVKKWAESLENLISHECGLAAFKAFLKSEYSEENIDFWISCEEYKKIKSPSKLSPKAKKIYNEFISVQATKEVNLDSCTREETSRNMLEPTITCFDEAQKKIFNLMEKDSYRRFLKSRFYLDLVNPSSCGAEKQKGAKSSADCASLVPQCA
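MLSMR compounds (23 nl, pin-transferred) preincubated 10 min at room temperature with a 500nM (2x) first reagent, then RGS4 at 900nM (2x) plus Transcreener GDP mix added; fluorescence polarization (620/688 nm) read before and after 90 min at 30 °C.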
Vif-APOBEC3F blk: inhibitors of Vif-A3F interaction. HeLa A3F-eYFP + Vif (tagged APOBEC3F with the HIV-1 protein that degrades it), YFP fluorescence increase. Potency, µM (doses to about 46.1 µM), without a hit: at the top dose activity, negative = active. 0.2% of 390,000 active; note: potency is the fitted concentration of half-maximal effect; % of control where 0% means no effect; nearly all actives have a fitted effect of over 65% in size
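HeLa cells stably expressing A3F-eYFP plus Vif, plated and incubated overnight at 37 deg C, then exposed to compounds overnight at 37 deg C. Blocked degradation read as raised yellow fluorescence (Ex 488/Em 500-530).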
Glioma ERSR ind: ER stress response induction in glioma; Potency, µM, for the others: at the top dose activation, usual class: activators; U87-MG GRP78 promoter luciferase reporter, 16 h; AID 602332; 0.02% of 420,000 active; note: potency is the fitted concentration of half-maximal effect; series mostly up to about 76 µM; % of control where 0% means no effect; nearly all actives have a fitted effect of over 35% in size
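Stably transfected U87-MG human glioma cells carrying a GRP78-based luminescent sensor were seeded at 1000 cells/well, pin-dosed with compounds and incubated 16 h. Luciferase reagent was then added, and end-point luminescence was read after 10 min at room temperature.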
Starred values were filed as active, the others as inactive; [ ] = another dose, or the depositor's remark. Unless noted, calls come from the whole dose curve; as a rule, active = well fitted curve in the direction sought with a large enough effect; inconclusive = small, poorly fitted or top-dose-only effect, or another doubt; inactive = no such curve, though single readings can be large; an effect the other way counts as inactive or inconclusive. Some of the compounds tested. The share of hits here may be higher or lower than overall.

A first look:
Screening COC(=O)Nc1ccc(S(=O)(=O)N2CCCC(C(=O)N3CCCCCC3)C2)cc1 (stereo not given) returned USP1 inh -20%, LDHA block -2, TrxR1 substrate 7%, Vif-A3G inh 6%, IDH1 R132H inh -4%, rTrxR1 inhibitor 32%[activator], RGS4 inh 0%, Vif-APOBEC3F blk -1% and Glioma ERSR ind -5%.
Screening Oc1ccc(N2CCN(Cc3nc4ccccc4[nH]3)CC2)cc1 returned USP1 inh -1%, LDHA block 37, TrxR1 substrate 2%, Vif-A3G inh 2%, IDH1 R132H inh -5%, rTrxR1 inhibitor 9%, RGS4 inh -25%, Vif-APOBEC3F blk 0% and Glioma ERSR ind 0%.

The list itself (from the top)
Screening COC(=O)Nc1ccc(S(=O)(=O)N2CCCC(C(=O)N3CCCCCC3)C2)cc1 (stereo not given) returned USP1 inh -20%, LDHA block -2, TrxR1 substrate 7%, Vif-A3G inh 6%, IDH1 R132H inh -4%, rTrxR1 inhibitor 32%[activator], RGS4 inh 0%, Vif-APOBEC3F blk -1% and Glioma ERSR ind -5%.
Screening Oc1ccc(N2CCN(Cc3nc4ccccc4[nH]3)CC2)cc1 returned USP1 inh -1%, LDHA block 37, TrxR1 substrate 2%, Vif-A3G inh 2%, IDH1 R132H inh -5%, rTrxR1 inhibitor 9%, RGS4 inh -25%, Vif-APOBEC3F blk 0% and Glioma ERSR ind 0%.
Screening COC(=O)Nc1ccc(S(=O)(=O)Nc2ccccc2F)cc1 returned USP1 inh 3%, LDHA block -6, TrxR1 substrate -5%, Vif-A3G inh 5%, IDH1 R132H inh 6%, rTrxR1 inhibitor -8%, RGS4 inh -36%, Vif-APOBEC3F blk 4% and Glioma ERSR ind -5%.
COC(=O)c1ccc(C(=O)OC)c(NC(=O)CN2CCCCC2)c1 was read as USP1 inh -7%, LDHA block -15, TrxR1 substrate -3%, Vif-A3G inh -9%, IDH1 R132H inh -6%, rTrxR1 inhibitor 15%, RGS4 inh 2%, Vif-APOBEC3F blk 1% and Glioma ERSR ind -4%.
`CCOc1ccc(/C=N/n2nnnc2N)cc1O` gave USP1 inh -22%, LDHA block -2, TrxR1 substrate 4%, Vif-A3G inh 2%, IDH1 R132H inh 8%, rTrxR1 inhibitor 9%, RGS4 inh -23%, Vif-APOBEC3F blk 0% and Glioma ERSR ind 0%.
For O=C(Oc1ccc(C(=S)N2CCOCC2)cc1)c1ccc([N+](=O)[O-])cc1 the results were USP1 inh -12%, LDHA block -6, TrxR1 substrate -6%, Vif-A3G inh -4%, IDH1 R132H inh 12%, rTrxR1 inhibitor 17%, RGS4 inh -28%, Vif-APOBEC3F blk -2% and Glioma ERSR ind -4%.
Screening CC(=O)Nc1nnc(SCc2cccc(F)c2)s1 returned USP1 inh -19%, LDHA block -1, TrxR1 substrate 9%, Vif-A3G inh -4%, IDH1 R132H inh 15%, rTrxR1 inhibitor 20%, RGS4 inh -7%, Vif-APOBEC3F blk -6% and Glioma ERSR ind 3%.
For COc1ccc(CCNC(=O)c2c3c(nc4ccccc24)C(=O)N(C2CCCCC2)C3)cc1OC the results were USP1 inh -22%, LDHA block -5, TrxR1 substrate 5%[57.1 µM], Vif-A3G inh -1%, IDH1 R132H inh -11%, rTrxR1 inhibitor 19%[57.1 µM], RGS4 inh 5%, Vif-APOBEC3F blk -19% and Glioma ERSR ind 0%.
Cc1ccc(-c2c[n+](CC(=O)Nc3ccccc3)c3n2CCC3)cc1 was read as USP1 inh -2%, LDHA block 1, TrxR1 substrate -2%[57.1 µM], Vif-A3G inh 0%, IDH1 R132H inh 3%, rTrxR1 inhibitor -12%[57.1 µM], RGS4 inh -1%, Vif-APOBEC3F blk 0% and Glioma ERSR ind -4%.
Screening Cc1nn(-c2ccccc2)c(N)c1N=Nc1ccc(Cl)cc1 returned USP1 inh inconclusive, LDHA block -2, TrxR1 substrate -4%, Vif-A3G inh -31%, IDH1 R132H inh 0%, rTrxR1 inhibitor 11%, RGS4 inh -10%, Vif-APOBEC3F blk -6% and Glioma ERSR ind 1%.
For CCCCN(CCCC)C(=O)c1cc2c(=O)n3cccc(C)c3nc2s1 the results were USP1 inh -16%, LDHA block 5, TrxR1 substrate 37%[activator], Vif-A3G inh -4%, IDH1 R132H inh -3%, rTrxR1 inhibitor -22%, RGS4 inh -9%, Vif-APOBEC3F blk -3% and Glioma ERSR ind -2%.
`Cc1ccc(NC(=O)CSc2ccc(-c3ccccn3)nn2)c(C)c1` gave USP1 inh -10%, LDHA block -1, TrxR1 substrate 5%, Vif-A3G inh -1%, IDH1 R132H inh 29%, rTrxR1 inhibitor 10%, RGS4 inh -27%, Vif-APOBEC3F blk 3% and Glioma ERSR ind -3%.
For Cc1ccccc1C(=O)NCCc1sc(-c2ccc(Cl)cc2)nc1C the results were USP1 inh -1%, LDHA block 0, TrxR1 substrate 9%[57.1 µM], Vif-A3G inh -2%, IDH1 R132H inh -8%, rTrxR1 inhibitor 20%[57.1 µM], RGS4 inh -31%, Vif-APOBEC3F blk -5% and Glioma ERSR ind -2%.
`Cc1cc(Cl)n2c(nc3ccccc32)c1C#N` gave USP1 inh -14%, LDHA block -1, TrxR1 substrate 14%[57.1 µM], Vif-A3G inh inconclusive, IDH1 R132H inh -17%, rTrxR1 inhibitor 7.1µM*, RGS4 inh -20%, Vif-APOBEC3F blk 15% and Glioma ERSR ind -14%.
`COc1ccc(C(=O)NCCS(=O)(=O)NC2CCCC2)cc1` gave USP1 inh -9%, LDHA block -6, TrxR1 substrate 3%, Vif-A3G inh 2%, IDH1 R132H inh 0%, rTrxR1 inhibitor 11%, RGS4 inh -15%, Vif-APOBEC3F blk 0% and Glioma ERSR ind -2%.
For Cc1c(C(=O)NCCSCc2cccc(C(F)(F)F)c2)cnn1-c1ccc(F)cc1 the results were USP1 inh -21%, LDHA block 1, TrxR1 substrate -7%, Vif-A3G inh 5%, IDH1 R132H inh 10%, rTrxR1 inhibitor 30%, RGS4 inh 24%, Vif-APOBEC3F blk 15% and Glioma ERSR ind -1%.
Screening COc1ccc(C2=NN(C(=O)c3ccccc3)C(c3cccc([N+](=O)[O-])c3)C2)cc1 (stereo not given) returned USP1 inh -22%, LDHA block -1, TrxR1 substrate -7%, Vif-A3G inh -3%, IDH1 R132H inh 2%, rTrxR1 inhibitor 19%, RGS4 inh 5%, Vif-APOBEC3F blk 0% and Glioma ERSR ind -3%.
Screening COC(=O)CCCC1=CC2=C(c3ccccc3)C(=O)C(C)(OC(=O)C3CCCC3)C(=O)C2=CN1Cc1ccc2c(c1)OCO2 (stereo not given) returned USP1 inh inconclusive, LDHA block 6, TrxR1 substrate -8%[57.1 µM], Vif-A3G inh -3%, IDH1 R132H inh 8%, rTrxR1 inhibitor -4%[57.1 µM], RGS4 inh -21%, Vif-APOBEC3F blk 9% and Glioma ERSR ind -1%.
Screening CC1=CC(c2ccccc2)n2nc(N3C(=O)c4ccccc4C3=O)nc2N1 (stereo not given) returned USP1 inh -18%, LDHA block -7, TrxR1 substrate 9%, Vif-A3G inh -2%, IDH1 R132H inh 3%, rTrxR1 inhibitor -20%, RGS4 inh -17%, Vif-APOBEC3F blk 1% and Glioma ERSR ind -4%.
For CCCCCC(=O)N1C[C@@H](n2cc(C3CC3)nn2)[C@H](O)C[C@@H]1c1ccc(OC)cc1 the results were USP1 inh -16%, LDHA block -19, Vif-A3G inh 2%, IDH1 R132H inh 3%, Vif-APOBEC3F blk 2% and Glioma ERSR ind 0%.
For CCCC(=O)Nc1nnc(Sc2ccc(N(C)C)cc2)s1 the results were USP1 inh 10%, LDHA block -9, TrxR1 substrate 2%, Vif-A3G inh 5%, IDH1 R132H inh 0%, rTrxR1 inhibitor 16%, RGS4 inh 4%, Vif-APOBEC3F blk 2% and Glioma ERSR ind -2%.
Screening Cn1cc(C(=O)N/N=C/C(Br)=C/c2ccccc2)ccc1=O returned USP1 inh -22%, LDHA block -8, TrxR1 substrate -11%, Vif-A3G inh inconclusive, IDH1 R132H inh 4%, rTrxR1 inhibitor -23%, RGS4 inh -44%, Vif-APOBEC3F blk inconclusive and Glioma ERSR ind -9%.
Screening COc1ccccc1N1CCN(C(=O)c2cn(C)c3ccc(S(=O)(=O)N(C)C4CCCCC4)cc3c2=O)CC1 returned USP1 inh -11%, LDHA block -4, TrxR1 substrate -1%, Vif-A3G inh 0%, IDH1 R132H inh -6%, rTrxR1 inhibitor 5%, RGS4 inh 10%, Vif-APOBEC3F blk 0% and Glioma ERSR ind -2%.
For CC1=NNC(=O)c2ccccc2O1 the results were USP1 inh -8%, LDHA block 1, TrxR1 substrate 16%, Vif-A3G inh -1%, IDH1 R132H inh 5%, rTrxR1 inhibitor 27%, RGS4 inh 25%, Vif-APOBEC3F blk 34%[activator] and Glioma ERSR ind -2%.

Screening results deposited in PubChem by National Center for Advancing Translational Sciences (NCATS).
